Source: PubChem BioAssay (National Center for Advancing Translational Sciences (NCATS))
Giardia FBPA inh = blocks Giardia fructose-bisphosphate aldolase activity; AID 2451; purified Giardia FBPA; A8B2U2; Potency, µM (titrated, usually from 59.6 µM), for the others: top-dose activity, negative = inhibition, most hits filed as inhibitors; actives 0.71% (n = 290,000); note: potency is the fitted concentration of half-maximal effect; nearly all actives have a fitted effect of over 55% in size
Target sequence (A8B2U2 whole entry, looked up): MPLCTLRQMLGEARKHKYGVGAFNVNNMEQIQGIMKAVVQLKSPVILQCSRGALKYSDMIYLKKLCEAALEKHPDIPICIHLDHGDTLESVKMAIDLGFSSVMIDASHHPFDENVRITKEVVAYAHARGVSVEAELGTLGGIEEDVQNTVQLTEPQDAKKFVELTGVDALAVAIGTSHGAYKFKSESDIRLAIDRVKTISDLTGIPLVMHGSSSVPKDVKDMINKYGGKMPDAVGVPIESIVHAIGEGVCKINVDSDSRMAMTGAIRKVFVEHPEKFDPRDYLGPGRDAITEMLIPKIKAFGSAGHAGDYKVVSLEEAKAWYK
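40 nM FBPA preincubated 10 min at RT with compound (up to 57.5 uM final), then substrate plus GAPDH/TPI/NAD/arsenate coupling and diaphorase/resazurin added. Fluorescence read after 20 min at RT, 525/598 nm.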
AmpC no deterg = inhibitors of E. coli AmpC beta-lactamase without detergent | P00811 | AmpC nitrocefin hydrolysis, absorbance 480 nm, 0.0001% Triton | Potency, µM (highest dose often 57.1 µM), for inactives: top-dose activity change, negative = inhibition, usual class: inhibitors | actives 0.52% (n = 330,000) | AID 485341;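 note: potency is the fitted concentration of half-maximal effect; plate controls were no compound for no effect and no enzyme for full effect; nearly all actives have a fitted effect of over 20% in size; some results filed as inactive show a strong effect at the top dose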
Target sequence (P00811 whole entry, looked up): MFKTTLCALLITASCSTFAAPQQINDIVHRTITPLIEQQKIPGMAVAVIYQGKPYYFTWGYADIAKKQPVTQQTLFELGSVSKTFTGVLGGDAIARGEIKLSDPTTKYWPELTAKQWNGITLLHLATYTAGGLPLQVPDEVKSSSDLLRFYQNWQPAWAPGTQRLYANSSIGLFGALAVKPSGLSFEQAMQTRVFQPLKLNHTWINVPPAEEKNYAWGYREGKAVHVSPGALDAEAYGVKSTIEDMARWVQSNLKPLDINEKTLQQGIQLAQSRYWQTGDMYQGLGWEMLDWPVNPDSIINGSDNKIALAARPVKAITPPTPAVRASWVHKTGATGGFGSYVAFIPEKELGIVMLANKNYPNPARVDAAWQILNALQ
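AmpC (5.3 nM in the dispensed reagent) in 20 mM phosphate pH 7.0 with 0.01% (detergent screen) or 0.0001% Triton X-100 was preincubated with compounds for 15 min at room temperature. Nitrocefin was then added from an 800 uM solution, and hydrolysis was followed at 480 nm.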
HCMV antiviral = blocks human cytomegalovirus replication | AID 1259415 | HFF cells, HCMV-luciferase reporter, 72 h; stronger effect = lower value | actives 4.5% (n = 410,000) | activity change, negative = inhibition, % at 57.5 µM; in the data active = activity change below about -60%; inconclusive = no clear call, values can overlap the other calls; inactive = above about -39%
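Two compound doses tested in HFFs infected with HCMV-luciferase, MOI 1 PFU/cell, 72 h at 37C. Lysate luminescence read with OneGlo; data normalized against buffer-only and 10uM Salinomycin inhibitor controls.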
AmpC inh detg = blocks E. coli AmpC beta-lactamase in detergent assay; Potency, µM (highest dose often 114 µM), inactives show at the highest dose activity change, negative = inhibition, usual class: inhibitors; actives 0.041% (n = 370,000); AmpC hydrolysis of nitrocefin, absorbance 480 nm, 0.01% Triton; AID 485294;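 note: potency is the fitted concentration of half-maximal effect; 0% = no-compound wells and -100% = no-enzyme wells; nearly all actives have a fitted effect of over 25% in size; some results filed as inactive show a strong effect at the top dose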
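AmpC (5.3 nM in the dispensed reagent) in 20 mM phosphate pH 7.0 with 0.01% (detergent screen) or 0.0001% Triton X-100 was preincubated with compounds for 15 min at room temperature. Nitrocefin was then added from an 800 uM solution, and hydrolysis was followed at 480 nm.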
Sm TGR inh = S. mansoni TGR enzyme inhibition; Q962Y6; AID 485364; actives 3% (n = 360,000); Potency, µM (titrated, usually from 114 µM), for inactives: top-dose activity change, negative = inhibition, hits mostly inhibitors; purified TGR, DTNB reduction, TNB absorbance 405 nm; note: potency is the fitted concentration of half-maximal effect; nearly all actives have a fitted effect of over 60% in size
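First, TGR (20 nM dispensed) and NADPH were mixed with compound. Second, a 15 min room-temperature incubation followed. Third, further NADPH and then DTNB were added to start the reaction. Finally, TNB absorbance was monitored kinetically.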
AMA1-RON2 inh = disrupts binding of P. falciparum AMA1 to RON2 | actives 0.2% (n = 360,000) | AID 720542 | Potency, µM (titrated, usually from 58.2 µM), for inactives: top-dose activity change, negative = inhibition, actives largely listed as inhibitors | AlphaScreen AMA1-biotinylated RON2 peptide binding;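 note: potency is the fitted concentration of half-maximal effect; 0% = vehicle wells and -100% = peptide control; nearly all actives have a fitted effect of over 45% in size; some results filed as inactive show a strong effect at the top dose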
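AMA1 (3D7) with his tag at 25 nM final met compounds first, then biotinylated RON2 peptide at 25 nM; detection used donor plus acceptor beads, 10 µg/mL apiece, read by AlphaScreen after 30 min at room temperature.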
An asterisk follows results filed as active; u = inconclusive; x = no result given; [ ] = dose if it differs, or a comment. Unless noted, calls come from the whole dose curve; as a rule, active = well fitted curve in the direction sought with a large enough effect; inconclusive = small, poorly fitted or top-dose-only effect, or another doubt; inactive = no such curve, though single readings can be large; an effect the other way counts as inactive or inconclusive. Unless noted, % is set by controls: 0 for no effect and ±100 for the full control effect. Compounds as they come. About 7.8% of those tested had a hit in this group.

compound	Giardia FBPA inh	AmpC no deterg	HCMV antiviral	AmpC inh detg	Sm TGR inh	AMA1-RON2 inh
c1ccc(-c2cc(-c3nn4c(-c5ccco5)nnc4s3)c3ccccc3n2)cc1	6%	-47%	x	u	20µM*	-14%
Cn1c(SCC(=O)NCCc2ccccc2)ncc(C(=O)Nc2ccccc2)c1=O	x	-9%	-3	-1%	0%	12%
Cn1c(SCC(=O)NC2CCCC2)nnc1-c1cccs1	-6%	x	x	x	0%	-14%
COC(C/C=C/[C@H](O)COCc1ccccc1)OC	5%	-9%	11	4%	13%	0%
CCOc1ccc(-c2cc(CCCC(=O)NCCc3ccc(OC)c(OC)c3OC)no2)cc1	1%	19%	-3	4%	-23%	-6%
CN(C)S(=O)(=O)c1ccc(NC(=O)CN2CCOCC2)cc1	-1%	-5%	-17	2%	14%	2%
O=C(COc1ccc(-c2nnco2)cc1)NC1CCCc2ccccc21 (stereo unspecified)	8%	-1%	-21	-17%	3%	34%[activator]
Cc1noc(C(=O)Nc2ccc3c(c2)OCO3)c1Cl	-21%	-22%	95	-1%	1%	-5%
Cc1c2cnn(CC(=O)NCc3ccc(F)cc3)c(=O)c2c(C)n1Cc1ccccc1F	x	x	2	18%	-1%	x
O=C(Cn1ncc2c1-c1ccccc1OC2)N1CCN(c2ccccc2F)CC1	x	x	-10	-4%	-13%	x
Cc1cc(C)c(C(=O)Nc2ccccc2)c(CC(C)(C)C(=O)O)c1	7%	-9%	75	-7%	-3%	10%
CC(C)Sc1nc2c(c(=O)[nH]1)C(c1cccs1)C1=C(CC(C)(C)CC1=O)N2 (stereo unspecified)	-2%	-47%	-34	u	-24%	6%
Cc1cc(=O)oc2cc(OCC(=O)OCc3nnc(-c4ccccc4)o3)ccc12	-4%	9%	37	1%	-7%	-10%
COc1cc2c(cc1OC)C1(CCCC1)C(N)=C2C#N	u	-18%	u	-7%	-18%	-8%
CCn1nc(C)c(Br)c1-c1nc(-c2ccc(C)cc2)no1	4%	-13%	41	1%	2%	-4%
COc1ccc(CN(C)C(=O)c2ccccc2OCc2c(C)noc2C)cc1OC	x	-3%	11	1%	4%	-3%
COc1ccc(OC)c(CN2CCN(C(=O)c3cccc(S(=O)(=O)Nc4ccc(C)cc4)c3)CC2)c1	x	106%[activator]	-6	0%	-6%	-24%
COc1ccc(OC)c(NC(=O)CCN2CCN(c3ccccc3)CC2)c1	-1%	36%	27	-6%	0%	-9%
C=CCn1c(C(C)NC(=O)C(C)(C)C)nc2ccccc21 (stereo unspecified)	-1%	-14%	-28	u	-11%	13%
CCOc1ccccc1N1C(=O)CN(Cc2ccc(OC)c(OC)c2)C1=S	7%	32%	-14	2%	-24%	-4%
O=C(Nc1cccc2ccccc12)/C(=C/c1cccc([N+](=O)[O-])c1)NC(=O)c1cccs1	1%	-26%	-18	-7%	-4%	-15%
COc1ccc(/C=C/C(=O)Nc2ccc(C(N)=O)cc2)cc1OC	0%	-19%	7	3%	-4%	-7%
Cc1cc(C(=O)COc2cccc3cccnc23)c(C)n1C	-27%	-3%	37	-5%	-22%	22%
CN1CCC(N(C)S(=O)(=O)c2ccc(NC(=O)COc3ccc(F)cc3)cc2)CC1	x	-9%	-20	-9%	-4%	-29%
Cc1ccsc1CN(C)C(=O)C(NC(=O)c1cccc(S(=O)(=O)N2CCOCC2)c1)C(C)C (stereo unspecified)	x	98%[activator]	-15	u	-11%	-21%
CCc1ccc(CNCCc2ccccc2F)cc1	-9%	-11%	-72*	-2%	-6%	5%[11.6 µM]
COc1ccc(NC(=O)CSc2nnc(NC(=O)c3ccccc3C(=O)O)s2)cc1	10%	-8%	22	1%	-1%	3%
COc1ccc(N2CCN(C(=S)NC(=O)c3cccs3)CC2)c([N+](=O)[O-])c1	17%	-48%	-39	-7%	10%	21%
COc1ccc(S(=O)(=O)c2nnn(-c3cc(Cl)c(OC)cc3OC)c2C)cc1	x	x	-27	17%	3%	x
Cc1ccc(-c2nc(C(=O)O)cs2)cc1	7%	-18%	21	-5%	7%	1%

Next part; it opens with the 3 that closed the last part.
compound	Giardia FBPA inh	AmpC no deterg	HCMV antiviral	AmpC inh detg	Sm TGR inh	AMA1-RON2 inh
COc1ccc(N2CCN(C(=S)NC(=O)c3cccs3)CC2)c([N+](=O)[O-])c1	17%	-48%	-39	-7%	10%	21%
COc1ccc(S(=O)(=O)c2nnn(-c3cc(Cl)c(OC)cc3OC)c2C)cc1	x	x	-27	17%	3%	x
Cc1ccc(-c2nc(C(=O)O)cs2)cc1	7%	-18%	21	-5%	7%	1%
CSc1nc(C)c2c(n1)N(c1ccc(F)cc1)CC2	6%	-20%	-11	-4%	-16%	4%
COCCN1CCC(CNCc2cn(-c3cc(C)ccc3C)nc2-c2ccccc2)C1 (stereo unspecified)	2%	109%[activator]	-60*	12%	5%	-5%
CN(C)S(=O)(=O)c1ccc(-c2csnn2)s1	-1%	-16%	-6	1%	-4%	4%
O=C(NCCS(=O)(=O)c1ccc(Br)cc1)c1ccc(Cl)cc1	-3%	-3%	-8	5%	-18%	-2%
Cc1nc2c(C)cccn2c(=O)c1NC(=O)c1ccco1	x	147%[activator]	-15	u	-1%	10%
COc1ccc(C(=O)N/C(=C\c2ccco2)C(=O)OCc2ccco2)cc1	0%	-36%	29	0%	28µM*	-26%
Cc1oc2cc3oc(=O)c(CC(=O)NCCC(=O)O)c(C)c3cc2c1C	2%	-11%	-17	0%	6%	7%
c1coc(-c2nc3n(n2)C2(CCCCC2)[C@@H]2CCCC[C@@H]2N3)c1	x	x	-10	7%	u	x
CC(C)CC1NC(=O)N(CC(=O)c2ccc3c(c2)OCCO3)C1=O (stereo unspecified)	-1%	-9%	96	u	42%[activator]	-8%
CCCN1CCC(NC(=S)Nc2ccc(OC)c(OC)c2)CC1	-3%	-21%	22	-10%	-1%	2%
COc1ccc(C(=O)NCc2cn3ccccc3n2)cc1	0%	-22%	-17	1%	13%	0%
Cc1ccc(C)c(S(=O)(=O)N2CCN(C(=O)CNC(=O)c3ccc4ccccc4c3)CC2)c1	x	-43%	u	-6%	0%	-3%
CC1(C)CC(=O)C(C=NCCN2CCN(C(=S)Nc3ccccc3)CC2)=C(O)C1	1%	1%	21	-7%	-29%	23%
CO/C([O-])=N/c1c[n+](-c2ccc(Cl)cc2)no1	-5%	-26%	35	u	-4%	-2%
CCOC(=O)C(Oc1ccc(=O)[nH]n1)C(C)=O (stereo unspecified)	1%	-3%	-17	6%	4%	4%
CC(=O)c1ccc(N2CCN(CC(=O)Nc3cc(C)on3)CC2)cc1	0%	-16%	22	1%	7%	8%
Cc1ccc(CSc2nc(-c3ccc(C(C)(C)C)cc3)nc3cc(=O)[nH]n23)cc1	x	x	-105*	3%	-1%	x
c1ccc(-c2noc(C3CCCCC3)n2)nc1	0%	-18%	56	-2%	-4%	-7%
C/C(=N\NC(=O)C(N)=O)c1cccc([N+](=O)[O-])c1	u	-16%	-26	-11%	-1%	28%
O=C(O)Cc1ccc(C(=O)CSc2ccccc2)s1	17%	u	20	1%	20µM*	-16%
Nc1cc(=O)[nH]c(SCC(=O)Nc2cc(S(=O)(=O)N3CCCCCC3)ccc2Cl)n1	x	-45%	-6	x	x	-4%
COc1ccc(-c2nn3c(=O)cc(CN4CCN(S(=O)(=O)c5ccc(C)cc5)CC4)nc3s2)cc1	x	x	-5	3%	0%	x
CN(C)c1cccc2c(S(=O)(=O)N3CCOCC3)cccc12	u	-9%	-14	u	-13%	-1%
Cn1c2ccccc2c2nnc(SCC(N)=O)nc21	6%	-7%	-23	4%	-15%	17%
CC(C(=O)NC1=NCCS1)(C(F)(F)F)C(F)(F)F	0%	-9%	-17	-1%	15%	7%
Cc1cc(C)n(-c2cccc(C(=O)O)c2)n1	-12%	-5%	u	0%	-7%	-3%
Cc1cccc2cc(CN(CC3CCCO3)C(=O)NC3CCCCC3)c(=O)[nH]c12 (stereo unspecified)	-2%	20%	1	-5%	-33%	-4%
CCCSc1nnc2n(C)c(=O)c3c4c(sc3n12)CCC4	8%	-1%	u	-4%	4%	-5%
COc1cccc(-c2cc(C(=O)Nc3cccnc3)no2)c1	-1%	-12%	19	-3%	-15%	-15%
CCOC(=O)c1c(C)n(-c2ccc(OC)cc2)c2c(C/C(C)=N/O)c(Br)c(OC)c(O)c12	5%	-17%	7	-14%	4%	7%
Nc1nnc(SCC(=O)Nc2ccc(N3CCOCC3)c(Cl)c2)s1	-16%	-9%	-9	u	2%	-18%
CC(=O)c1ccc(NC(=O)CSc2nc3c(=O)n(C)c(=O)n(C)c3n2C)cc1	x	x	-26	-1%	-1%	x
Cc1cccc(-c2nc(CN3CCCC(C(=O)NCCc4ccc(Cl)cc4)C3)c(C)o2)c1 (stereo unspecified)	x	x	-16	19%	-2%	x
CCN(CC)S(=O)(=O)c1ccc(-c2nnc(SCC(=O)N3c4ccccc4CC3C)o2)cc1 (stereo unspecified)	8%	-7%	-13	-5%	-6%	4%
COc1cc(/C=C/C(=O)O)cc(S(=O)(=O)NCc2ccco2)c1OC	-5%	-46%	-14	3%	32µM*	12%
Cc1ccc2c(c1)N(CCC(=O)NCCCN1CCCC1)C(=O)CO2	-27%	39%	26	-5%	-20%	-5%
Cc1cc2ccccc2n1-c1ccc(C(=O)N2CCCCC2)s1	x	x	-12	6%	9%	x
CCN(c1ccc(OC)cc1)S(=O)(=O)c1ccc2[nH]c3c(c2c1)CCCCC3	x	x	-23	1%	-7%	x
CC1=NN(C(=O)c2c(Br)cnn2C)C(O)(C(F)(F)F)C1 (stereo unspecified)	8%	-6%	8	-15%	3%	60%[activator]
CCS(=O)(=O)N1CCN(Cc2c[nH]c3ccccc23)CC1	u	-23%	-6	-10%	-17%	-10%
CC[C@@]1(C(=O)OC)N[C@H](CN(C)S(=O)(=O)c2ccc(-c3ccccc3)cc2)[C@@H]2C(=O)N(Cc3ccccc3)C(=O)[C@@H]21	x	-9%	-2	x	x	-2%
Cn1ccnc1Sc1nc2c(c(=O)n(C)c(=O)n2C)n1C	-1%	-12%	-12	-10%	0%	2%
O=C(O)/C=C/C(=O)N(Cc1ccccc1)Cc1ccco1	-1%	-8%	13	-12%	3%	15%
Cc1ccc(/C=N/N2CCN(C3c4ccccc4-c4ccccc43)CC2)o1	4%	40%	12	-5%	u	u
CC(=O)c1ccc(-c2ccc(C(=O)NC3CCCCCC3)o2)cc1	-20%	-22%[11.4 µM]	-20	u	22µM*	-3%
